Screening results as filed in PubChem BioAssay.
NPY-Y1 PAM-ag = potentiates or activates human NPY-Y1 receptor; NPY-Y1 expressing cells, potentiator/agonist activation; activation, % at 3.6 µM; hit rate 0.37% among 220,000; in the data active = activation above about 33%, passing the limit was not always enough;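 also: cells stimulated with NPY at EC10 then isoproterenol at EC100; 0% = low agonist plus stimulus and 100% = saturating agonist plus stimulus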
MDM2 E3 inh = blocks human Mdm2 ubiquitin ligase activity; cell-based MDM2 ubiquitination luciferase reporter, 2 h; 0 = plate control, 100 = twice control, blank-subtracted; hit rate 0.11% among 210,000; Q00987; signal enhancement, % at 5 µM;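 active = signal enhancement of 30% or more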;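 also: luminescence tracks abundance of the self-degrading MDM2-luciferase fusion protein; higher signal means inhibition of MDM2 E3 ligase activity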
Target sequence (Q00987 whole entry, looked up, the tested form may be a part): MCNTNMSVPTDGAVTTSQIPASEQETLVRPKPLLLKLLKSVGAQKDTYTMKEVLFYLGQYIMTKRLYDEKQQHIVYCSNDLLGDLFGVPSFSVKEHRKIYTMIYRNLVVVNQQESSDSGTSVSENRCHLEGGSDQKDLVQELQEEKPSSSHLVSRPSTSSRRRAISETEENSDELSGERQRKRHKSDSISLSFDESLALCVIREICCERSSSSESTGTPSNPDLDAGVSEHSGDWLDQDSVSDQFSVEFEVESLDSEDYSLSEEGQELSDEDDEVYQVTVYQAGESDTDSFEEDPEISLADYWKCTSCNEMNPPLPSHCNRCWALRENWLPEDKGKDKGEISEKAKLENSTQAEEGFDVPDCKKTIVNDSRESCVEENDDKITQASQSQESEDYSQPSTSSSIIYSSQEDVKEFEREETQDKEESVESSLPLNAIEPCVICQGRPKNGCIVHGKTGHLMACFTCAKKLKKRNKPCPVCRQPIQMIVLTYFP
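Material: Stable MDM2–luciferase fusion reporter cells | Amount: 2000 cells seeded into each well | Dosing: One concentration, 5 µM, with 0.2% DMSO | Incubation: 4 h cell settling then 2 h compound exposure, 37 °C | Measured by: Luciferase luminescence | Read-out basis: % enhancement relative to plate controls after blank subtraction | Benchmarks: Control and blank well means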
NPY Y1 blocker = NPY-Y1 (human) receptor antagonism. P25929. HEK293-CNG Y1 cells, membrane potential fluorescence; NPY at EC95, then isoproterenol. inhibition, % at 3.6 µM. hit rate 1% among 200,000. AID 1040;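 active = inhibition above the campaign mean inhibition of all tested compounds plus 3 SD, cut at about 20% in these data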;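 also: 0% = DMSO wells given NPY plus isoproterenol and 100% = isoproterenol alone without NPY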
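Material: HEK293 cells co-expressing NPY Y1 receptor and cyclic-nucleotide gated channel. Timing: compound incubation 1 h at room temperature, readout 45 min post-stimulation. Signal: fluorescence, membrane potential probe.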
Hck Nef HTS = blocks Nef-activated human Hck kinase; P08631; Recombinant Hck-YEEI plus Nef, Z-Lyte FRET kinase assay; inhibition, % at 20 µM; hit rate 0.68% among 220,000;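 active = Hck-Nef kinase inhibition above about 50%, limit read from the data; inactive = inhibition below that limit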;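 also: 0% = DMSO with Hck plus Nef and 100% = Hck alone without Nef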
Target sequence (P08631 whole entry, looked up): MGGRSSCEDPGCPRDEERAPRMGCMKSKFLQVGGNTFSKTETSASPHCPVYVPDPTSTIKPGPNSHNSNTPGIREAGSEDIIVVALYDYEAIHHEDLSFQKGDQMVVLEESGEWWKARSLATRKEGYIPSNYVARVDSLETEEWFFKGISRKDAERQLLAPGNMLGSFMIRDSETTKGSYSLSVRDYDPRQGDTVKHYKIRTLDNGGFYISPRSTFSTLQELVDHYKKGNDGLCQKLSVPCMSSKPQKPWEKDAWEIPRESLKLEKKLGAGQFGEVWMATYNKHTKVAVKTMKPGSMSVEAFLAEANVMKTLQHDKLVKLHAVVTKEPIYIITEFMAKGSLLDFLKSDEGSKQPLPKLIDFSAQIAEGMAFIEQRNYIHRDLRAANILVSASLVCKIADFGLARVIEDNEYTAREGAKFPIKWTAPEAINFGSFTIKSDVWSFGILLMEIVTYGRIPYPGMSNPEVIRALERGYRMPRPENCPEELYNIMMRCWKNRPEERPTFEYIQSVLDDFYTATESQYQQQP
RBBP9 inhibitor = human RBBP9 hydrolase inhibition | O75884 | recombinant RBBP9, FP-Rh probe fluorescence polarization | inhibition, % at 7.94 µM | hit rate 0.2% among 220,000;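 active = inhibition above the campaign mean of all tested compounds plus 3 SD, cut at about 14% in these data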;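 also: plate controls were DMSO wells with RBBP9 for no effect and wells lacking RBBP9 protein for full effect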
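Controls: DMSO-treated enzyme wells and wells lacking RBBP9 | Material: RBBP9 protein | Technique: Fluorescence polarization | Replication: Single well per compound, no replicates | Buffer or medium: Tris-NaCl-Pluronic buffer, pH 8.0 | Timing: 30 min compound preincubation, 45 min probe labeling, 25 °C | Read-out basis: Percent inhibition from mP, scaled between DMSO and no-protein wells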
Runt-CBFb FRET = Runt domain-CBFb interaction inhibition; Cerulean-Runt/Venus-CBFb FRET ratio 530/480, 1 h; inhibition, % at 20 µM; hit rate 0.46% among 220,000;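 active = inhibition over about 50% at 20 µM in the single-dose screen, limit read from the data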;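 also: 0% = DMSO wells and 100% = excess unlabeled CBFb competitor control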
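Schedule: protein complex preformed 1 h, compound exposure 1 h, room temperature, dark; test system: Cerulean-labeled Runt domain protein; amount: 100 nM per protein; buffer or medium: Tris 50 mM pH 7.5, KCl, K2SO4, 0.01% BSA; read-out: loss of energy transfer signal; detection: FRET fluorescence; controls: 5 µM unlabeled CBFb as full-inhibition high control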
Runt-SMMHC FRET = inhibitors of human RUNX1 Runt domain binding to CBFb-SMMHC | Q01196+Q13951 | Cerulean-Runt/Venus-CBFb-SMMHC FRET ratio 530/480, 1 h | inhibition, % at 20 µM | hit rate 0.74% among 220,000 | AID 1434;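 active = mean inhibition across duplicate retests at 20 µM reaching about 50%, limit read from the data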;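 also: 0% = DMSO wells and 100% = wells with excess untagged CBFb-SMMHC; inhibitors lower the FRET ratio by blocking Runt binding to CBFb-SMMHC; some results filed as inactive read as strong as hits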
p97 ATPase inh = human p97 ATPase inhibition; P55072; recombinant p97 ATPase, Kinase-Glo ATP luminescence, 3 h; inhibition, % at 8 µM; hit rate 0.42% among 220,000; in the data active = inhibition above about 15%;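 also: 0% = DMSO vehicle and 100% = wells lacking enzyme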
NPY2 pot ag = potentiators or agonists of human neuropeptide Y receptor Y2; AID 1359; P49146; hit rate 0.45% among 220,000; cells expressing NPY-Y2, potentiator/agonist read-out; activation, % at 3.6 µM; in the data active = activation above about 27%;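 also: cells stimulated with NPY near EC25 plus isoproterenol at EC100; 0% = vehicle plus submaximal agonist and 100% = vehicle plus saturating agonist; some results beyond the cut were filed as inactive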
Starred values were filed as active, the others as inactive; / = no result given. Hits appear at their usual frequency. Share with any hit: about 3.5%.

SMILES	NPY-Y1 PAM-ag	MDM2 E3 inh	NPY Y1 blocker	Hck Nef HTS	RBBP9 inhibitor	Runt-CBFb FRET	Runt-SMMHC FRET	p97 ATPase inh	NPY2 pot ag
Cc1nc2c(-c3ccccc3)c(C)nn2c(C)c1CCC(=O)NCc1ccco1	6	-31	-2	-5	-6	-1	2	-2	-17
O=[N+]([O-])c1cncc([N+](=O)[O-])c1Nc1ccccc1Cl	-15	-87	-3	-23	-3	-1	4	-8	6
CCCc1nn(C)c(C(N)=O)c1[N+](=O)[O-]	19	5	-4	16	-3	1	-1	4	13
Cc1ccc(/C=N/NC(=O)CC(=O)NCc2cccnc2)cc1	-18	2	7	2	-9	2	3	-1	3
COc1ccc(C(=O)C[n+]2ccc3c(c2)nnn3-c2ccccc2)cc1	26	-1	-7	13	-4	0	1	4	23
C=CCn1c(=O)[nH]c2cc(C(=O)N3CCN(c4ccc(C(C)=O)cc4)CC3)ccc2c1=O	16	-2	-5	-3	4	1	-4	2	-6
COc1ccc(-c2nnc(SCC(=O)N3CCCCC3)o2)c(OC)c1	-5	-4	2	-1	-25	2	-7	-5	3
Cc1cc(Oc2ccc(=O)n(C)n2)nc(SCC(N)=O)n1	14	-2	/	16	1	4	0	7	15
CC(=O)NC(=O)c1cnn(-c2ccccc2)c1N	22	-9	/	11	-2	-1	0	5	5
O=S(=O)(NCc1cn2ccccc2n1)c1ccccc1F	12	-1	/	27	-7	2	4	7	2
CN(C)S(=O)(=O)c1cccc(NC(=O)COC(=O)COc2ccccc2[N+](=O)[O-])c1	-8	-5	-4	6	-6	-1	2	0	-12
CN1CCCC(CC2Oc3ccccc3Sc3ccccc32)C1 (configuration not stated)	-25	-5	13	0	-13	-2	-3	-2	5
CC(=O)c1cccc(NC(=O)C(=O)Nc2cccc3ccccc23)c1	8	1	-2	18	4	-3	-2	3	-4
C=CCc1cccc(/C=N/c2ncccc2O)c1O	2	-18	0	-1	7	1	-13	6	-1
O=C(NCc1ccc2c(c1)OCO2)c1ccc2c(c1)C(=O)N(Cc1cccnc1)C2=O	-10	-15	10	8	-2	2	0	3	-5
O=c1c2c(nc3c(-c4ccc(Cl)cc4)c[nH]n13)CCC2	2	4	-2	29	4	0	-1	7	16
O=C(Nc1ccccc1C(=O)O)c1ccc2ccccc2n1	-36	-15	14	0	-4	0	0	6	-12
CC1(C)Cn2c(nc(=O)c3c2NCN(CCc2ccccc2)C3)S1	-6	-16	-1	-12	-7	2	1	-2	-15
CCC(=O)NNC(=O)c1c(O)c2ccccc2[nH]c1=O	7	-9	-4	12	-3	1	-2	5	7
Fc1ccccc1N=C1NN=C(c2ccccc2)CS1	3	-28	-2	26	-8	42	30	4	-7
Cc1cccc(C)c1-n1c(C)nn(CCOc2ccccc2)c1=O	7	-5	4	-5	-3	0	0	0	11
COc1ccc(/C=C/C(=O)c2ccc(OC)cc2OC)c(OC)c1	-17	-1	-3	8	1	0	-12	0	-29
COc1cc(Cl)ccc1S(=O)(=O)n1nc(C)cc1C	24	-15	-1	3	-4	0	-6	4	5
Cc1ccc(C)c(Cc2c(C)nc3c(C(=O)NCc4ccc5c(c4)OCO5)cnn3c2C)c1	-7	-13	2	2	0	-1	0	2	6
Cc1ccc(S(=O)(=O)NCC(=O)Nc2cccc([N+](=O)[O-])c2)cc1	10	-9	3	3	3	2	-4	4	-6
COc1ccccc1C1(CCNC(C)c2cccs2)CCOC(C(C)C)C1 (configuration not stated)	13	-2	/	7	2	-2	1	-5	-8
Cc1ccc(SCCC(=O)NC2CC2)cc1	-4	-4	2	14	-8	/	/	-6	-2
CCOC(=O)C1CCCN(C(=O)Nc2ccccc2)C1 (configuration not stated)	6	/	-2	-22	-9	0	-1	2	-9
CC1CN=C(N(C(=O)Nc2ccccc2)c2ccc(F)cc2)S1 (configuration not stated)	3	-5	-2	3	3	3	-1	4	9
Cc1n[nH]c(=S)n1Cc1ccccc1	8	-5	/	15	-11	6	-3	-2	-14
CCOC(=O)N1CCN(C(=O)/C(=C/c2ccccc2OC)NC(=O)c2ccccc2)CC1	-10	-4	1	1	-3	0	-88	-2	8
Cn1c(CNC(=O)c2ccccc2)nnc1SCC(=O)Nc1nccs1	-7	-11	5	25	-11	0	-3	4	16
Cc1nnc(NC(=O)CSC2CCCCC2)s1	9	-5	3	-5	-7	2	0	2	3
CCOc1ccccc1NC(=O)CSc1nc2cccnc2n1C	-20	-16	1	2	-5	-1	1	-2	17
COC(=O)c1cc(CC(=O)c2ccc(O)cc2O)c(C)o1	-6	-11	2	-2	6	2	1	2	-34
O=C(CSc1nnnn1-c1ccccc1)NC1CCCc2ccccc21 (configuration not stated)	-12	-6	3	2	-5	0	2	2	-2
COc1cc(OC)c(NS(=O)(=O)c2ccc(Cl)c(C(=O)OC(C)C(=O)N3CCCC3)c2)cc1Cl (configuration not stated)	4	/	-9	1	-2	-1	2	-5	-4
Nc1nonc1C(=O)NCCNCc1ccccc1OCc1ccccc1F	-43	-7	16	0	-2	-1	26	-5	-27
C/C(Cl)=C/Cn1c(N2CCCC2)nc2c1c(=O)n(C)c(=O)n2C	-3	-13	11	1	-1	0	-1	-4	-7
O=C(Cn1nc(-c2cccc([N+](=O)[O-])c2)c2ccccc2c1=O)Nc1cccnc1	5	-15	1	0	-6	0	-2	1	4
Cc1cccc(NC(=O)c2c(F)c(F)c(F)c(F)c2F)c1	-25	-16	12	-1	-4	1	-4	-4	-27
COc1ccccc1NC1=NC(c2ccc(Cl)cc2)N=C(N)N1 (configuration not stated)	-43	0	3	1	-5	2	-5	-5	-23
COC(=O)[C@@]1(Cc2ccccc2)[C@H]2c3cc(C(=O)N4CCCC4)n(Cc4ccsc4Br)c3C[C@H]2CN1C(=O)c1ccccc1	16	/	49*	-2	2	-6	2	-6	1
COc1cc(/C=N/NS(=O)(=O)c2ccc3ccccc3c2)ccc1OCc1ccc(C(=O)O)cc1	-17	-12	/	15	-1	-3	-1	5	-11
CCOC(=O)C1(Cc2ccccc2C)CCCN(C(=O)CCn2nccc2C)C1 (configuration not stated)	17	11	4	23	-4	/	/	1	6

Printed as active in NPY Y1 blocker (from the list above):
Structure | NPY-Y1 PAM-ag | NPY Y1 blocker | Hck Nef HTS | RBBP9 inhibitor | Runt-CBFb FRET | Runt-SMMHC FRET | p97 ATPase inh | NPY2 pot ag
COC(=O)[C@@]1(Cc2ccccc2)[C@H]2c3cc(C(=O)N4CCCC4)n(Cc4ccsc4Br)c3C[C@H]2CN1C(=O)c1ccccc1 | 16 | 49* | -2 | 2 | -6 | 2 | -6 | 1

Carrying on.
SMILES	NPY-Y1 PAM-ag	MDM2 E3 inh	NPY Y1 blocker	Hck Nef HTS	RBBP9 inhibitor	Runt-CBFb FRET	Runt-SMMHC FRET	p97 ATPase inh	NPY2 pot ag
COC(=O)c1sc(SC)c2c1CC(C)(C)C/C2=N/O	-11	-24	/	-3	-2	0	0	9	-26
Cc1ccc(C)n1-c1ccc(N2CCOCC2)cc1	-10	-7	4	4	-5	3	-2	1	2
Cc1cccc(C)c1NC(=S)N(CCN(C)C)C(C)c1ccccn1 (configuration not stated)	-19	-10	6	3	-11	2	3	-3	1
COCCCNC(=O)CCn1c(=O)c2ccccc2n(CC(=O)NCCc2ccc(OC)c(OC)c2)c1=O	-7	-8	3	23	-9	0	2	1	-15
CCN1CCN(CCOc2cccc(Cl)c2Cl)CC1	-8	-14	7	19	-5	1	-6	4	-3
Cc1c(NC(=O)C(C)OC(=O)CCc2ccccc2)c(=O)n(-c2ccccc2)n1C (configuration not stated)	9	-2	-4	25	-7	-1	1	5	9
Cc1ccc(S(=O)(=O)NC(C(=O)Oc2ccc3c(C)c(Cl)c(=O)oc3c2)c2ccccc2)cc1 (configuration not stated)	-20	/	1	88*	7	64*	59*	3	-13
Cc1ccc2cc3c(N)c(C(=O)N4CCOCC4)sc3nc2c1	-2	-16	2	0	-3	-1	-5	10	15
O=C(N/N=C/c1cc([N+](=O)[O-])ccc1O)Nc1ccccc1	18	-9	-12	16	-2	/	/	6	0
CCOC(=O)c1c(C)[nH]c(C(=O)COC(=O)CSCC(=O)N(CC)CC)c1C	-20	-17	2	0	-8	-2	-5	-3	-5
CCOC(=O)c1c(CN2CCCCC2C)oc2ccc(OC)cc12 (configuration not stated)	-40	5	9	1	-6	-2	2	-5	-5
CCn1cc(C2=NOC(C(=O)Nc3c(C)nn(Cc4ccc(F)cc4)c3C)C2)c(C)n1 (configuration not stated)	17	-14	-4	1	2	-1	1	4	9
CCOC(=O)c1c(C)[nH]c(C(=O)OCC(=O)NC2CCS(=O)(=O)C2)c1C (configuration not stated)	-18	-9	2	-1	-4	-2	1	-1	-9
Cc1cc(NS(=O)(=O)c2ccc(Nc3nc(-c4sc(NC(=O)c5ccccc5)nc4C)cs3)cc2)no1	17	-6	-1	-1	1	-10	-3	1	0
OC(CNC1CCCCC1)COCCOc1ccc(Br)cc1 (configuration not stated)	-33	-15	4	-1	-7	-3	4	-3	-3
Cc1cnc(NC(=O)CSc2nnc(-c3ccc(Cl)cc3Cl)n2N)s1	1	6	5	1	-2	4	2	5	10
O=C1CN(S(=O)(=O)c2ccccc2)CCN1S(=O)(=O)c1ccccc1	-7	-10	1	0	-4	0	-1	7	-7
COC(=O)c1ccc(CN2CCN(C(C)C)C(CCO)C2)cc1 (configuration not stated)	-13	-5	6	-13	4	1	1	5	-5
COc1ccccc1NC(=O)CCc1nc2ccccc2s1	-3	-13	8	-31	-6	-1	3	-4	-4
CCCCOc1ccccc1C(=O)NCC(=O)O	-4	-5	0	-3	1	0	2	8	8
CC(C)C1C(C#N)=C(N)Oc2n[nH]c(-c3ccc4ccccc4c3)c21 (configuration not stated)	34	/	-9	-2	-7	0	4	4	16
CC1CCCCC1NC(=O)c1cncc(Br)c1 (configuration not stated)	-25	-18	20	0	-4	-2	-3	-3	-6
O=C(/C=C/c1cccc([N+](=O)[O-])c1)NCCSCc1c(Cl)cccc1Cl	-4	7	2	0	-7	1	-3	2	-3
Cc1ccnc(NC(=O)CCC(=O)N(CC(=O)NC2CCCCC2)CC2CCCO2)c1 (configuration not stated)	2	-5	-2	0	-2	0	0	-3	-4
CSc1cccc(NS(=O)(=O)c2ccc(F)cc2)c1	-10	-14	0	0	-7	1	-1	4	6
